Screens (PubChem BioAssay)
MBD2 DNA inh: blocks human MBD2 binding to methylated DNA; Q9UBB5; TR-FRET, MBD2 binding to methylated oligonucleotide; inhibition, % at 4.4 µM; actives 0.31% (n = 370,000); in the data active = inhibition above about 13%
PLC-gamma1 inh: PLC-gamma1 (human) inhibition, primary screen; P19174; purified PLC-gamma1, fluorogenic substrate, fluorescence; inhibition, % at 12.2 µM; actives 0.84% (n = 370,000); AID 720700; in the data active = inhibition above about 9.5%
Target sequence (P19174 whole entry, looked up): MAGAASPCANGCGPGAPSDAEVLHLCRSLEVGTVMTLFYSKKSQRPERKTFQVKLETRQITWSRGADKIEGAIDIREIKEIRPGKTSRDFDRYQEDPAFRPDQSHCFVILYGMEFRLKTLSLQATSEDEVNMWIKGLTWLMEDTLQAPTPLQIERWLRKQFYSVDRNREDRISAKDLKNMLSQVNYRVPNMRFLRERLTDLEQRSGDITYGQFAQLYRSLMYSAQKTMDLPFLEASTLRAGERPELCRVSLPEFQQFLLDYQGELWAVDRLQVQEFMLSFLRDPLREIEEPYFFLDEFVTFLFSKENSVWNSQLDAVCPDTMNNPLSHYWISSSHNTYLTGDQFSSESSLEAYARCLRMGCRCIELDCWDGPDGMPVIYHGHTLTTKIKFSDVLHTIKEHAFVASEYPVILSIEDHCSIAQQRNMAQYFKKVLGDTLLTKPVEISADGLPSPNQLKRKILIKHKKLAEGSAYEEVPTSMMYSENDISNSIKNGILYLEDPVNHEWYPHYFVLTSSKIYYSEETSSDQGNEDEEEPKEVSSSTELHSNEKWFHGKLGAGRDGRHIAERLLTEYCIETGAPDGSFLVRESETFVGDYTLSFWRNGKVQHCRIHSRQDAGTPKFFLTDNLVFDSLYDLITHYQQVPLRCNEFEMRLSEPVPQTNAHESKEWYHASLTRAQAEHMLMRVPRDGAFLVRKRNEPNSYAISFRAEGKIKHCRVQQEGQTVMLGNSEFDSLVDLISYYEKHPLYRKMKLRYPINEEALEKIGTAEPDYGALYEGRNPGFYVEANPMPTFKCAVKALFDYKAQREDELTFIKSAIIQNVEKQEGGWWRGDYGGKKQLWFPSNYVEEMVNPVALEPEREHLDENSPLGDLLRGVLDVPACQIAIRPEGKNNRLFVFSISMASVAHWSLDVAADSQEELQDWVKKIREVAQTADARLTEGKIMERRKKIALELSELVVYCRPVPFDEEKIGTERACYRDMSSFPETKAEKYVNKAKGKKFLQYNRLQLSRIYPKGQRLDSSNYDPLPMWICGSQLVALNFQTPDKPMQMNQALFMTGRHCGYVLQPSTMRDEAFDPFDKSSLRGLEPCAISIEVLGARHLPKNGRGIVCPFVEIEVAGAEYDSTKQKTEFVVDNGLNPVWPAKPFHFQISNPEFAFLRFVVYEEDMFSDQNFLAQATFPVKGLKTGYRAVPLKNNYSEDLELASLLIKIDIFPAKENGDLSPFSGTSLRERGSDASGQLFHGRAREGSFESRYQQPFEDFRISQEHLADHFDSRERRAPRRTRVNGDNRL
hcDAF-12 act: activates DAF-12 receptor from parasite H. contortus; actives 1.4% (n = 370,000); AID 652067; HEK293 hcDAF-12 lit1-tk-luc reporter, luminescence; 0% DMSO, 100% Δ7-dafachronic acid; activation, % at 6.8 µM;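 active = activation above the mean of all tested compounds plus 3 SD, cut at about 5.5% in these data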;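 also: 100% = response to 3 µM Δ7-dafachronic acid high control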
ADAM17 inh: inhibits human ADAM17. inhibition, % at 6.95 µM. P78536. actives 0.83% (n = 370,000). recombinant ADAM17, EDANS/DABCYL FRET peptide cleavage. AID 720648;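 active = inhibition above the mean of compounds lying between control limits plus 3 SD, set per campaign, cut at about 8.5% in these data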;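 also: 0% = DMSO-only wells as the low control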
DAX1 inh-1: inhibits human nuclear receptor DAX1 | P51843 | HEK293 Gal4-DAX1 luciferase reporter, luminescence | inhibition, % at 6.75 µM | actives 0.99% (n = 340,000) | AID 504766;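 active = inhibition above the mean over all tested compounds plus 3 SD, cut at about 4.2% in these data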;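 also: 0% = DAX1-transfected cells with DMSO and 100% = empty-vector control cells with DMSO; inhibition shows as a rise in luminescence from relieved DAX1 repression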
DAX1 inh-2: blocks DAX1 repression of SF-1 activated StAR promoter | inhibition, % at 6.8 µM | actives 1.1% (n = 370,000) | HEK293T StAR-luciferase reporter, SF-1/DAX-1 repression relief | AID 652010;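 active = inhibition above the mean over all tested compounds plus 3 SD, cut at about 3.6% in these data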;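 also: 0% = DAX-1 cells with DMSO and 100% = cells lacking DAX-1 with DMSO; higher inhibition means more luminescence from relief of DAX-1 repression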
PLCb3 inh: blocks human PLC-beta3 enzyme activity. Q01970. Purified PLC-beta3, fluorogenic substrate, fluorescence. inhibition, % at 12.2 µM. actives 0.18% (n = 370,000). AID 720704; in the data active = inhibition above about 11%;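 also: 0% = median of compound wells on plate and 100% = full blocker control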
hgDAF12 agonist: hgDAF-12 agonism, primary luciferase screen; actives 1.8% (n = 370,000); activation, % at 6.8 µM; AID 687014; HEK293 GAL4-hgDAF12 UAS-luciferase reporter, agonist luminescence; normalized to butyrate control;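 active = activation above a cutoff set at the mean of all screened compounds plus 3 SD, cut at about 10% in these data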;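 also: 0% = DMSO wells and 100% = sodium butyrate wells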
ssDAF-12 act: activators of S. stercoralis DAF-12 nuclear receptor; HEK293 ssDAF-12/GRIP1 lit1-tk-luc reporter, luminescence; % of 3 µM dafachronic acid response; activation, % at 6.8 µM; actives 1% (n = 370,000); AID 652126;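 active = activation above the mean over all tested compounds plus 3 SD, cut at about 0.9% in these data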;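 also: 0% = DMSO-only wells and 100% = 3 µM delta7-dafachronic acid wells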
NR1D1 modulator: Rev-erb alpha (human) modulation; actives 0.79% (n = 370,000); Rev-erbα–FITC-DNA binding, fluorescence polarization, 90 min; activity, % at 10 µM; P20393;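 active = activity above about 14%, limit read from the data; passing the limit was not always enough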;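 also: 0% = DMSO wells with 35 nM protein and 100% = DMSO wells with 750 nM protein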
SMARCA2 activ: increases SMARCA2 function in MMTV reporter cells; MG213 cells, MMTV-luciferase reporter, dexamethasone, overnight; activation, % at 9.1 µM; actives 1% (n = 370,000); AID 652017; in the data active = activation above about 7.8%;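 also: 0% = vehicle wells and 100% = reference activator wells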
Numbers without * were called inactive; nt = not tested or not shown.

Codes: A = MBD2 DNA inh; B = PLC-gamma1 inh; C = hcDAF-12 act; D = ADAM17 inh; E = DAX1 inh-1; F = DAX1 inh-2; G = PLCb3 inh; H = hgDAF12 agonist; I = ssDAF-12 act; J = NR1D1 modulator; K = SMARCA2 activ
O=C(/C=C/c1ccccc1)Nc1cccc(C(=O)NCc2ccccc2)c1
  A: 3.9 | B: -5.4 | C: -2.0 | D: -1.2 | E: nt | F: -0.5 | G: -8.9 | H: 1.5 | I: -1.2 | J: -0.1 | K: -2.8
COc1cc(C(=O)N2CCN(S(=O)(=O)c3ccc(C)cc3C)CC2)ccc1OCC(=O)N1CCOCC1
  A: 6.5 | B: 2.0 | C: -0.3 | D: -7.5 | E: 1.2 | F: -1.2 | G: -6.3 | H: -0.3 | I: -0.6 | J: 2.7 | K: 0.1
COc1cccc2cc(C(=O)NCc3ccccc3Cl)c(=O)oc12
  A: -1.5 | B: -1.8 | C: 2.3 | D: -3.8 | E: 1.0 | F: -0.1 | G: -2.0 | H: -1.0 | I: -0.4 | J: -1.6 | K: -0.1
O=c1c(OC2OC(CO)C(O)C(O)C2OC2OC(CO)C(O)C(O)C2OC2OC(CO)C(O)C(O)C2O)c(-c2ccc(O)c(O)c2)oc2cc(O)cc(O)c12 (stereo not drawn)
  A: -1.7 | B: -7.6 | C: -1.6 | D: -3.2 | E: 1.9 | F: 0.4 | G: -8.9 | H: -3.6 | I: -0.4 | J: 1.1 | K: 0.8
CCOc1ccccc1NC(=O)C1CCCN1C(=O)c1cccs1 (stereo not drawn)
  A: -4.6 | B: 10.2* | C: -0.5 | D: -3.7 | E: -0.1 | F: -1.1 | G: -1.7 | H: -1.5 | I: -1.1 | J: 3.7 | K: -1.4
Cn1c(=S)[nH]c2scc(-c3cccs3)c2c1=O
  A: -0.7 | B: 1.6 | C: 1.0 | D: 3.6 | E: -0.8 | F: -0.3 | G: -6.0 | H: 0.5 | I: -1.1 | J: 8.9 | K: 4.5
Cc1ccccc1C(=O)N1CCN(c2ccc(NC(=O)c3cccnc3Cl)cc2)CC1
  A: 2.4 | B: 2.6 | C: -1.3 | D: -1.0 | E: 1.0 | F: 0.4 | G: -2.8 | H: 0.0 | I: -1.7 | J: 1.9 | K: 2.8
COC(=O)c1c(NC(=O)C2C3CCC(O3)C2C(=O)O)sc2c1CCCCCC2 (stereo not drawn)
  A: 4.9 | B: -0.4 | C: 0.4 | D: -1.7 | E: 0.2 | F: 0.5 | G: -4.6 | H: -3.1 | I: -1.2 | J: -2.7 | K: -0.2
CCCCn1c(SCC(=O)NC(C)CC)nc2ccc(N3CCOCC3)cc2c1=O (stereo not drawn)
  A: 0.3 | B: -232.8 | C: -0.1 | D: -15.9 | E: 0.0 | F: 0.2 | G: -310.1 | H: 1.2 | I: -0.6 | J: 2.4 | K: 1.2
C[C@@H](C(=O)N1CCN(c2ccccc2)CC1)N1C(=O)C2CC=CCC2C1=O (stereo partly drawn)
  A: 0.7 | B: 1.0 | C: -1.3 | D: -4.4 | E: 0.6 | F: -0.6 | G: -4.9 | H: -1.1 | I: 0.0 | J: -2.5 | K: -0.7
Clc1ccccc1N1CCN(Cc2ccco2)CC1
  A: 1.9 | B: 1.7 | C: -0.7 | D: -3.8 | E: 0.5 | F: -0.1 | G: -4.5 | H: -0.3 | I: -1.4 | J: -1.4 | K: 0.1
Cc1ccccc1NC(=S)NC(NC(=O)N(C)C)C(Cl)(Cl)Cl (stereo not drawn)
  A: -0.9 | B: -1.3 | C: -0.6 | D: -2.9 | E: 0.8 | F: -0.8 | G: 2.9 | H: 1.2 | I: -1.0 | J: 0.2 | K: -1.6
O=C1CSC(c2ccc(Cl)cc2)N1 (stereo not drawn)
  A: 2.1 | B: 1.8 | C: -1.7 | D: -1.0 | E: -0.7 | F: -0.4 | G: -0.8 | H: -2.2 | I: -0.8 | J: -7.9 | K: -1.8
Cc1ccc(Cn2c(CN3CCN(C(=O)c4ccco4)CC3)nc3c2c(=O)n(C)c(=O)n3C)cc1
  A: -2.0 | B: 0.3 | C: -1.2 | D: 1.4 | E: 3.7 | F: -0.3 | G: -0.2 | H: -2.2 | I: -1.8 | J: 1.8 | K: 1.0
CCOC(=O)COc1ccccc1/C=N/Nc1nnc2c3ccccc3n(C)c2n1
  A: -0.3 | B: -2.7 | C: 0.9 | D: -0.5 | E: nt | F: -0.7 | G: -13.2 | H: -0.7 | I: -1.0 | J: 0.7 | K: -1.2
COc1ccc(-c2csc(=Nc3c(C)n(C)n(-c4ccccc4)c3=O)n2C(C)(C)C)cc1
  A: -1.6 | B: 0.1 | C: -0.4 | D: 0.2 | E: -0.3 | F: -0.6 | G: -1.4 | H: -0.1 | I: -1.4 | J: -4.2 | K: -0.4
CCOC(=O)c1cccc(NC(=O)CSc2nnnn2CC)c1
  A: -1.2 | B: 3.2 | C: -0.2 | D: -1.0 | E: 2.4 | F: 0.4 | G: 1.8 | H: 2.4 | I: -0.7 | J: 1.6 | K: -2.8
Cc1ccc(S(=O)(=O)NCCC(=O)NC2CCCCCC2)cc1
  A: -5.0 | B: -0.6 | C: -1.0 | D: 1.7 | E: 1.3 | F: -0.4 | G: -0.8 | H: -0.5 | I: -0.4 | J: -3.8 | K: -1.8
COc1ccc(-n2c(O)c(Cc3ccccc3)c(=O)n3nc(-c4ccccc4)c(=O)cc23)cc1
  A: 4.7 | B: -387.6 | C: -1.4 | D: -7.9 | E: 0.5 | F: 0.2 | G: -441.1 | H: 2.5 | I: -0.7 | J: -3.8 | K: -5.7
C/C(=N\NC(=O)CSc1nnc(-c2ccccc2)n1-c1ccc(C)cc1)c1ccc(-c2ccccc2)cc1
  A: 4.5 | B: -3.7 | C: -1.8 | D: 1.2 | E: nt | F: 0.4 | G: 3.1 | H: -0.8 | I: -1.3 | J: -14.5 | K: -2.6
CC(Cc1cccs1)NC(=O)Nc1ccccc1 (stereo not drawn)
  A: -6.1 | B: 1.6 | C: -0.3 | D: 1.0 | E: -0.6 | F: 0.3 | G: 3.4 | H: 0.7 | I: -0.7 | J: -0.6 | K: 1.1
CCCCCc1cc(=O)oc2c(C(CCN3CCCCC3)c3cc(OC)c(OC)c(OC)c3)c(OC)cc(OC)c12 (stereo not drawn)
  A: 6.1 | B: -13.0 | C: -1.5 | D: -7.2 | E: 0.5 | F: 0.1 | G: -21.9 | H: 0.0 | I: -1.5 | J: -0.9 | K: 0.0
COc1ccc(CCNC(=O)CCn2c(SCC#N)nc3ccccc3c2=O)cc1OC
  A: 3.1 | B: 3.3 | C: -1.7 | D: -2.6 | E: -0.1 | F: -0.4 | G: 5.3 | H: -0.7 | I: -1.7 | J: -2.6 | K: -0.7

Entries of single compounds, looked up by structure. Order of screens: MBD2 DNA inh, PLC-gamma1 inh, hcDAF-12 act, ADAM17 inh, DAX1 inh-1, DAX1 inh-2, PLCb3 inh, hgDAF12 agonist, ssDAF-12 act, NR1D1 modulator, SMARCA2 activ
COc1ccc(CCNC(=O)CCn2c(SCC#N)nc3ccccc3c2=O)cc1OC as listed: 3.1, 3.3, -1.7, -2.6, -0.1, -0.4, 5.3, -0.7, -1.7, -2.6, -0.7
Cc1ccc(Cn2c(CN3CCN(C(=O)c4ccco4)CC3)nc3c2c(=O)n(C)c(=O)n3C)cc1 as listed: -2.0, 0.3, -1.2, 1.4, 3.7, -0.3, -0.2, -2.2, -1.8, 1.8, 1.0
COc1cccc2cc(C(=O)NCc3ccccc3Cl)c(=O)oc12 as listed: -1.5, -1.8, 2.3, -3.8, 1.0, -0.1, -2.0, -1.0, -0.4, -1.6, -0.1
Cc1ccccc1C(=O)N1CCN(c2ccc(NC(=O)c3cccnc3Cl)cc2)CC1 as listed: 2.4, 2.6, -1.3, -1.0, 1.0, 0.4, -2.8, 0.0, -1.7, 1.9, 2.8
O=C(/C=C/c1ccccc1)Nc1cccc(C(=O)NCc2ccccc2)c1 as listed: 3.9, -5.4, -2.0, -1.2, nt, -0.5, -8.9, 1.5, -1.2, -0.1, -2.8
